Pin1 inh – qHTS Assay to Find Inhibitors of Pin1. Peptidyl-prolyl cis-trans isomerase NIMA-interacting 1 (Homo sapiens), Q13526. Pin1 FP peptide displacement, HiFluor488, 10 min. Potency, µM (series often up to 115 µM), for the others: at the top dose activity, negative = inhibition, usual class: inhibitors. actives 0.009% (n = 390,000). AID 504891, 2011; active = well fitted inhibition curve with a large enough effect in the polarisation, with a control signal flat, not every such curve was filed as active; inconclusive = small, poorly fitted or top-dose-only effect, or effect the other way, or a change in a side signal; inactive = no such curve, though single readings can be large or run the other way; the % refers to the polarisation; note: potency is the fitted concentration of half-maximal effect; % is set by controls: 0 for no effect and ±100 for the full control effect
PI4K2A inh – qHTS for small molecular inhibitors of PI4K2A; Phosphatidylinositol 4-kinase type 2-alpha (Homo sapiens), Q9BTU6; purified PI4K2A, ADP-Glo luminescence, 1 h; stronger effect = lower value; activity change, negative = inhibition, % at 76.9 µM; actives 0.13% (n = 420,000); in the data active = activity change below about -50%; inconclusive = mostly about -30% to -49%;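 note: -100% = wells without enzyme as full effect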
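In this quantitative HTS, ADP production by PI4K2A was quantified luminescently after 1 h at ambient temperature; 100 microM adenosine served as plate-quality control.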
Tb PGK inh – qHTS Assay to Find Inhibitors of Phosphoglycerate Kinase | Phosphoglycerate kinase, glycosomal (Trypanosoma brucei brucei), P07378 | PGK/GAPDH coupled, Kinase-Glo luminescence, 60 min | Potency, µM (titrated, usually from 57.5 µM), inactives show top-dose activity change, negative = inhibition, most hits filed as inhibitors | actives 0.043% (n = 380,000) | AID 602233, 2012; note: potency is the fitted concentration of half-maximal effect; % is set by controls: 0 for no effect and ±100 for the full control effect; nearly all actives have a fitted effect of over 60% in size
Target sequence (P07378 whole entry, looked up): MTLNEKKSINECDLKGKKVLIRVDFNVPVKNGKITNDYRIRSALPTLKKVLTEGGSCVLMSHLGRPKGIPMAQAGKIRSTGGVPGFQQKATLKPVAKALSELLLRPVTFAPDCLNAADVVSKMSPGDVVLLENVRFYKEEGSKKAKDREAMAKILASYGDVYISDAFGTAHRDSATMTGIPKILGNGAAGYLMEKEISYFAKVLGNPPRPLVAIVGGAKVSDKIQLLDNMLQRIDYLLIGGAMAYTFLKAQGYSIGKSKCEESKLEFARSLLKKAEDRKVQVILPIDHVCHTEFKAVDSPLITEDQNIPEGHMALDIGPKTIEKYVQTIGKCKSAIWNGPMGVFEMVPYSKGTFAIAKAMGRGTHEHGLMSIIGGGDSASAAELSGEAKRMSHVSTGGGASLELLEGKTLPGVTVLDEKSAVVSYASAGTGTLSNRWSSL
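Recombinant glycosomal PGK reaction used 1,3-bisphosphoglycerate generated in-well by GAPDH (100nM final) in 100mM TEA pH 7.6, 5mM MgCl2, 0.01% Tween-20. After 60 minutes at room temperature, ATP was read by Kinase-Glo Plus luminescence end-point.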
mIDH1 inhibitor – qHTS for Inhibitors of mutant isocitrate dehydrogenase 1 (IDH1): qHTS; Isocitrate dehydrogenase [NADP] cytoplasmic (Homo sapiens), O75874; IDH1-R132H enzyme, NADPH consumption, diaphorase/resazurin fluorescence; Potency, µM (highest dose often 76.6 µM), without a hit: top-dose activity change, negative = inhibition, usual class: inhibitors; actives 0.093% (n = 390,000); AID 602179, 2012; note: potency is the fitted concentration of half-maximal effect; % is set by controls: 0 for no effect and ±100 for the full control effect; nearly all actives have a fitted effect of over 65% in size
Target sequence (O75874 whole entry R132H, stated change not applied): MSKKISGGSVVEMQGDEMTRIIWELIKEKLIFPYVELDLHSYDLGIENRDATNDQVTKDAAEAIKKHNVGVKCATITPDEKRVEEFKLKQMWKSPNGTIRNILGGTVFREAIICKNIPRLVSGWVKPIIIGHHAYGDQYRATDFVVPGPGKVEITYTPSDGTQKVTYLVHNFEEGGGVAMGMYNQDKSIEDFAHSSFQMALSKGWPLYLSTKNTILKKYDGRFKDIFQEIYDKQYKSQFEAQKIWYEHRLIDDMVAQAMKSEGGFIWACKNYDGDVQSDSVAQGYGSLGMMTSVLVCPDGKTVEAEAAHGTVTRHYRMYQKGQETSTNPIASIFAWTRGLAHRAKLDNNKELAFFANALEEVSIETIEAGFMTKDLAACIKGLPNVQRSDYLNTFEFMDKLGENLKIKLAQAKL
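IDH1-R132H (0.5 ug/mL) preincubated 30 min with compound, then NADPH (0.016 mM) and alpha-KG (2 mM) added; 80 min at RT, pH 7.5. Remaining NADPH coupled via diaphorase/resazurin to fluorescence (540/590 nm); concentration-response curves normalized to no-enzyme control.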
TrxR1 substrate – qHTS Assay for Substrates of Mammalian Selenoprotein Thioredoxin Reductase 1 (TrxR1): qHTS; Thioredoxin reductase 1, cytoplasmic (Rattus norvegicus), O89049; purified TrxR1 substrate turnover, NADPH consumption readout; Potency, µM (series often up to 114 µM), for inactives: at the top dose activity change, negative = substrate turnover; actives 0.01% (n = 390,000); AID 588456, 2011; note: potency is the fitted concentration of half-maximal effect; % is set by controls: 0 for no effect and ±100 for the full control effect; nearly all actives have a fitted effect of over 50% in size
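Rat TrxR1, dispensed at 90 nM, was prereduced with 400 uM NADPH (final) for 5 min at ~22 deg C, then incubated with compound 15 min before 400 uM selenite. A first-read NADPH fluorescence drop versus no-compound background flagged substrates.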
HP1b chromo inh – HTS for Inhibitors of HP1-beta Chromodomain Interactions with Methylated Histone Tails. Chromobox protein homolog 1 (Homo sapiens), P83916. AlphaScreen HP1-beta / biotin-H3K9me3 peptide binding. Potency, µM (series often up to 114 µM), for inactives: top-dose activity change, negative = inhibition, hits mostly inhibitors. actives 0.56% (n = 390,000). AID 540317, 2011; note: potency is the fitted concentration of half-maximal effect; nearly all actives have a fitted effect of over 70% in size; inactives centre near 23
Target sequence (P83916 whole entry, looked up): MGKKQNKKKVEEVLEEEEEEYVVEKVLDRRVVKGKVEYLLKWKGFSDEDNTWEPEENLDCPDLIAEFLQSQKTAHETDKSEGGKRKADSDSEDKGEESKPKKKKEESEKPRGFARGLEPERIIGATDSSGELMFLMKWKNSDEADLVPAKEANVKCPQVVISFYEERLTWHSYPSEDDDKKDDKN
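Compound inhibition of the preformed complex between 50 nM HP1-beta and 50 nM biotinylated H3K9me3 peptide was read by AlphaScreen. Buffer was PBS pH 7.4 with 0.01% Tween-20. Incubations ran 30 min at room temperature, with 10 ug/mL donor/acceptor beads.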
rTrxR1 inhibitor – qHTS Assay for Inhibitors of Mammalian Selenoprotein Thioredoxin Reductase 1 (TrxR1): qHTS | actives 1% (n = 390,000) | Potency, µM (highest dose often 114 µM), without a hit: at the top dose activity change, negative = inhibition, most hits filed as inhibitors | Thioredoxin reductase 1, cytoplasmic (Rattus norvegicus), O89049 | recombinant rTrxR1, NADPH fluorescence consumption, selenite substrate; note: potency is the fitted concentration of half-maximal effect; % is set by controls: 0 for no effect and ±100 for the full control effect; nearly all actives have a fitted effect of over 65% in size
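Rat TrxR1 (90 nM in the dispensed reagent) was pre-reduced with 400 uM NADPH for 5 min at room temperature, then incubated with compound for 15 min. After 400 uM selenite was added, NADPH fluorescence (Ex 340/Em 450 nm) was followed for 8 min.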
USP1-UAF1 inh – Inhibitors of USP1/UAF1: Primary Screen. recombinant USP1/UAF1, Ub-Rhodamine cleavage fluorescence. Ubiquitin carboxyl-terminal hydrolase 1 (Homo sapiens), O94782. actives 0.23% (n = 390,000). Potency, µM (titrated, usually from 57.1 µM), for inactives: at the top dose activity change, negative = inhibition, usual class: inhibitors; note: potency is the fitted concentration of half-maximal effect; % is set by controls: 0 for no effect and ±100 for the full control effect; nearly all actives have a fitted effect of over 60% in size; inactives centre near -12
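USP1/UAF1 complex at 1 nM was preincubated with compound for 15 min at room temperature, then Ub-Rho substrate (150nM final) was added. Fluorescence (480/540 nm) was read kinetically, 6 reads every 60 seconds.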
GLS inhibitor – qHTS for Inhibitors of Glutaminase (GLS). Glutaminase kidney isoform, mitochondrial (Homo sapiens), O94925. GLS enzymatic activity, qHTS titration. Potency, µM (highest dose often 45.5 µM), without a hit: top-dose activity change, negative = inhibition, usual class: inhibitors. actives 0.21% (n = 410,000). AID 624170, 2012; note: potency is the fitted concentration of half-maximal effect; % is set by controls: 0 for no effect and ±100 for the full control effect
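Glutamate formation by hKGA was monitored fluorometrically using coupled glutamate oxidase, HRP and Amplex Red. Substrate was added as 1 mM L-glutamine solution; incubation was 30 min at RT after an initial read.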
Starred values were filed as active, the others as inactive; i = inactive; ? = inconclusive; . = no result given; [ ] = remark or other dose. Unless noted, calls come from the whole dose curve; as a rule, active = well fitted curve in the direction sought with a large enough effect; inconclusive = small, poorly fitted or top-dose-only effect, or another doubt; inactive = no such curve, though single readings can be large; an effect the other way counts as inactive or inconclusive. The list is partial; count on the stated rates, not on these rows.

SMILES	Pin1 inh	PI4K2A inh	Tb PGK inh	mIDH1 inhibitor	TrxR1 substrate	HP1b chromo inh	rTrxR1 inhibitor	USP1-UAF1 inh	GLS inhibitor
Cc1ccc(NC(=O)COC(=O)/C=C/c2ccccc2)cc1S(=O)(=O)N1CCOCC1	-6%	-4	-5%	0%	0%	25%	2%	-15%	8%
Cc1csc2c(N3CCN(C(=O)c4ccc(C(C)(C)C)cc4)CC3)ncnc12	0%	-5	-8%	0%	-5%	21%	12%	-23%	0%
CCOC(=O)Cn1c(=O)n(-c2ccccc2OC)c2nc(-c3cccc(F)c3)nc(C(N)=O)c21	8%	-4	0%	-8%	3%[57.1 µM]	5%[57 µM]	24%[57.1 µM]	-21%	4%
O=C1CCCCC1C(=O)c1cn(-c2ccc(Cl)c(Cl)c2)nn1 (centres undefined)	6%	-22	8%	2%	3%[57.1 µM]	?	18%[57.1 µM]	-4%	-5%
O=C(NCc1cccnc1)C1CCN(S(=O)(=O)c2cccnc2)CC1	-6%	-1	-1%	0%	10%[57.1 µM]	15%	12%[57.1 µM]	-3%	3%
CC(C)C(c1nnnn1Cc1ccco1)N1CCN(c2nc3ccccc3s2)CC1 (centres undefined)	104%[activator]	-11	-3%	-1%	-3%	45%	?	-5%	9%
NCC1CCN(c2nc3ccccc3c3c2CCCC3)CC1	1%	-7	-11%	8%	-7%	9%	-12%	-17%	19%
Cc1ccc(Cl)cc1N(C)C(=O)Cn1ncc2c([nH]c3ccccc32)c1=O	9%	4	i	0%	2%	31%	27%	-16%	-18%
Cc1c(NC(=O)CSc2nc3c(cnn3-c3ccccc3)c(=O)[nH]2)c(=O)n(-c2ccccc2)n1C	-1%	-6	-5%	0%	11%[57.1 µM]	21%	13%	-24%	12%
COc1ccc(NS(=O)(=O)c2ccc(C(=O)N(C)Cc3cccs3)cc2)cc1	-5%	-3	-7%	-2%	14%[57.1 µM]	30%	-3%	-11%	0%
CCN1C(=O)[C@H]2[C@@H](c3ccc(C)cc3)N[C@]3(CCCN(Cc4ccc(C)cc4)C3=O)[C@H]2C1=O	.	?	-5%	11%	.	.	.	-19%	-35%
COC(=O)[C@@]1(Cc2ccc(OC)cc2)[C@H]2c3cc(C(=O)N(C)C)n(Cc4ccc(OC(F)(F)F)cc4)c3C[C@H]2CN1C(=O)c1ccccc1	13%	-2	-3%	-7%	0%[57.1 µM]	3%	-2%[57.1 µM]	-25%	1%
Cc1ccc2nc(N3CCOCC3)c(C=O)c(=O)n2c1	2%	8	-3%	-1%	-1%	57%[activator]	2%	-20%	-5%
Cc1ccc(/C=C/C(=O)O)cc1S(=O)(=O)N(C)CCO	0%	0	i	3%	6%	64%[activator]	?	-10%	-1%
Cc1ccc(NC(=O)CCn2c(=O)oc3ccccc32)cc1	3%	2	i	7%	-3%	-14%	-5%	-6%	11%
CCn1c(SCCC#N)nnc1-c1ccncc1	2%	2	-8%	7%	11%	11%	20%	0%	5%
O=C(COC(=O)C1CCCC1)Nc1cccc(Cl)c1Cl	-13%	-4	3%	-8%	0%	46%[activator]	16%	-6%	9%
CCOc1ccc(CN2CCN(Cc3cc4c(cc3Cl)OCO4)CC2CCO)cc1 (centres undefined)	-7%	1	-3%	1%	-8%	-9%	0%	-3%	-7%
O=C(NCC1OCCc2ccccc21)c1cc(COc2c(F)cccc2F)on1 (centres undefined)	6%	-4	-2%	0%	3%	40%[activator]	10%	-11%	1%
CCOC(=O)c1c(NC(=O)CSC2=NN3CCCC(=O)N=C3S2)sc2c1CCCCC2	4%	4	i	6%	4%[57.1 µM]	30%	8%[57.1 µM]	-17%	-10%
O=[N+]([O-])c1ccc(COc2ccccc2CN2CCOCC2)cc1	1%	-1	-11%	1%[38.3 µM]	0%	21%	12%	-16%	2%
CC(=O)Nc1cccc(C(=O)OC(C)C(=O)NCc2ccc3c(c2)OCO3)c1 (centres undefined)	-10%	-6	-9%	0%	1%	8%	3%	-11%	1%
CCCC(C(=O)NCc1ccco1)N(C(=O)CNS(=O)(=O)c1ccccc1)c1ccc(OC)cc1 (centres undefined)	-5%	3	-3%	21%	3%	20%	1%	-29%	10%
COCCNC(=S)N1CCOCC1	-6%	2	-8%	4%	-16%	53%[activator]	-23%	-9%	0%
CC(=O)OCCOc1nc(N(C)C)nc(N(C)C)n1	1%	0	11%	-3%	3%[57.1 µM]	14%	0%[57.1 µM]	-4%	3%
O=C(NC1CC1)c1cc(-c2ccccn2)nc2ccccc12	-3%	4	2%	0%	10%[57.1 µM]	40%[activator]	18%[57.1 µM]	6%	-3%
CC(NC(=O)Nc1ccc([N+](=O)[O-])cc1)C(c1cccs1)N1CCCC1 (centres undefined)	5%	0	i	4%	-5%	5%	-10%	-10%	0%
CCOC(=O)NC1(NC2CCCCC2)Oc2ccccc2O1	?	8	8%	-5%	1%[57.1 µM]	-25%	32µM*	-4%	74%[activator]
CCOC(=O)c1cc(C#N)c(SCC(=O)OC)[nH]c1=O	0%	-7	8%	-9%	-10%	31%	?	-16%	19%
COc1ccc(-c2noc(Cc3cccs3)n2)cc1	6%	-6	-1%	7%	0%	236%[activator]	14%	-20%	-1%
CCc1cc(C(=O)COc2ccccc2F)c(O)cc1O	-11%	0	0%	0%	-7%	23%	-3%	-25%	33%[activator]
CC1CCN(C(=O)c2cc(-c3ccco3)on2)CC1	1%	-4	i	-2%	-3%	1%	-16%	3%	-14%
COc1ccc(Cl)cc1S(=O)(=O)Nc1ccncc1	6%	-4	i	0%	0%[57.1 µM]	42%[activator]	-3%[57.1 µM]	-15%	-11%
O=C(CCN1CCN(c2ccccc2F)CC1)Nc1cccc(F)c1	6%	-1	i	3%	3%	42%[activator]	10%	-19%	-2%
CC(C)c1ccc(CNc2ccc(N3CCOCC3)cc2)cc1	0%	-25	-2%	8%	-4%[57.1 µM]	11µM*	11%[57.1 µM]	-15%	89%[activator]
CN(C(=O)c1c(Cl)cnn1C)C12CC3CC(CC(C3)C1)C2	5%	1	-11%	5%	-7%[57.1 µM]	26%	?	-4%	-19%
CC1CCCCN1C(=O)COC(=O)c1ccc(S(C)(=O)=O)c([N+](=O)[O-])c1 (centres undefined)	2%	.	.	.	-1%	50%[activator]	10µM*	.	.
Cc1cc(SCC(N)=O)nc(SCC(=O)c2ccccc2)n1	-3%	1	-4%	0%	0%	69%[activator]	10%	-10%	-4%
CNC(C)C(=O)NC(C(=O)N1CCCC1C(=O)Nc1ccc2ncccc2c1)C(C)C (centres undefined)	5%	1	8%	-5%	15%	51%[activator]	16%	-4%	4%
CCCCCC(=O)Nc1cccc(S(=O)(=O)NC2=NCCCCC2)c1	-3%	3	-8%	-11%	-3%	16%	14%	-13%	-3%
Cc1ccc(C(=O)N2N=C(c3cccc(NS(C)(=O)=O)c3)CC2c2cccs2)cc1 (centres undefined)	4%	-2	-1%	-17%	-6%	10%	4%	-13%	2%
O=C(COC(=O)c1ccc([N+](=O)[O-])o1)NC1CCS(=O)(=O)C1 (centres undefined)	-18%	-7	1%	4%	-7%	52%[activator]	3.5µM*	?	5%
O=C(OCC(=O)c1c[nH]c2ccccc12)c1cc2ccccc2cc1O	25%	0	-5%	-7%	-5%	3%	0%	-5%	11%
CC(=O)Nc1ccc2nc(CN3CCN(CC(C)C)C(CCO)C3)ccc2c1 (centres undefined)	-7%	-4	i	1%	13%[57.1 µM]	25%	29%[57.1 µM]	-4%	17%
CSCC[C@H](NC(=O)[C@H](Cc1ccccc1)n1c(=O)[nH]c2ccccc2c1=O)C(=O)NCC1CCC(C(=O)O)CC1 (some centres undefined)	-12%	-3	i	-6%	6%	31%	5%	-16%	-1%
NC(=O)c1cc(S(=O)(=O)N2CCN(c3ccc(F)cc3)CC2)cs1	-6%	1	-4%	7%	-6%[57.1 µM]	26%	-5%[57.1 µM]	-17%	-1%
c1cn(CCCNc2ncnc3nc[nH]c23)cn1	-6%	1	-5%	0%	8%	44%[activator]	10%	-15%	-1%
COc1ccc(-c2cc(=O)oc3cc(OC(C)C(=O)NCCCn4ccnc4)ccc23)cc1 (centres undefined)	-1%	0	i	11%	4%[57.1 µM]	31%	0%[57.1 µM]	-10%	-4%
COc1ccc(OCCCCn2c(-c3ccc(Cl)cc3)nc3ccccc3c2=O)cc1	-2%	-1	6%	-1%	-12%	64%[activator]	-24%	-17%	0%

Compound activity as filed in PubChem BioAssay.
